Bioassay records as filed in PubChem BioAssay.
ABHD5 PLIN5 PPI: ABHD5-PLIN5 protein interaction inhibition; Q00G26+Q8WTS1; Split G. princeps luciferase complementation, luminescence, 4 h; inhibition, % at 4 µM; 360,000 tested, 0.78% active; AID 602281;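 active = inhibition above the mean inhibition across every tested compound plus 3 SD, cut at about 22% in these data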;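 note: 0% = DMSO only wells and the 100% control is not disclosed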
Target sequence (Q00G26 whole entry, looked up): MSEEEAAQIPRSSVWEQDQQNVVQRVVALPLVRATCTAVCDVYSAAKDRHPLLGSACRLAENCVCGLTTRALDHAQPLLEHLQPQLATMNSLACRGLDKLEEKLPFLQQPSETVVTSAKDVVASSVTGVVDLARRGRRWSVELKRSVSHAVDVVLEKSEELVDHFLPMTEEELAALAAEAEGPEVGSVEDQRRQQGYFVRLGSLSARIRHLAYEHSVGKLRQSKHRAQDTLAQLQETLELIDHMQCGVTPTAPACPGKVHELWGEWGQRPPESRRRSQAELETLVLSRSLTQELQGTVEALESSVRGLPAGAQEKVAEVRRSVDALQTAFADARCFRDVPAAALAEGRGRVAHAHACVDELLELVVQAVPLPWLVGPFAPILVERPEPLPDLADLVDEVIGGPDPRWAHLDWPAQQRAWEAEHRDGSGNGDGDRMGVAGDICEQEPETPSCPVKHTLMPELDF
Target sequence (Q8WTS1 whole entry, looked up): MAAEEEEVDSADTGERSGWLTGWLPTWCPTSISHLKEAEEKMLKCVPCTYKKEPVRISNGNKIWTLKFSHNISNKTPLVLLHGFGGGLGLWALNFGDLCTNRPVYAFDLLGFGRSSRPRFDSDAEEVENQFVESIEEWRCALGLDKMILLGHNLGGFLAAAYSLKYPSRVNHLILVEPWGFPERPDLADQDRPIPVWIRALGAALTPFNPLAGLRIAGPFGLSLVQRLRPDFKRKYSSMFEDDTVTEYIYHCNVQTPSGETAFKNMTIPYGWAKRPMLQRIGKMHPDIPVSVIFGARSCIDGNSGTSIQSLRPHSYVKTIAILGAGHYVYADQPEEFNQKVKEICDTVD
ABCB6 inh MLPCN: blocks the human ABCB6 transporter; K562-ABCB6 porphyrin accumulation, flow cytometry, 1 h; stronger effect = lower value; Q9NP58; fluorescence ratio to DMSO, % at 10 µM; 360,000 tested, 0.19% active;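 active = fluorescence ratio to DMSO below 75%, the collection mean minus 3 SD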;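 note: signal is porphyrin accumulated inside mitochondria; 100% equals median channel fluorescence of DMSO control wells; lower ratio means ABCB6 inhibition with less porphyrin fluorescence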
NOD2-RIPK2 inh: NOD2-RIPK2 protein interaction inhibition; O43353; inhibition, % at 4.98 µM; CHO BLA complementation NOD2-RIPK2, CCF4 ratio; 360,000 tested, 0.38% active; in the data active = inhibition above about 21%;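 note: 0% = vehicle only and 100% = reference blocker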
Glyco luc inh: blocks N-linked glycosylation in D54 reporter cells | reporter increase, % at 12.5 µM | AID 588692 | 360,000 tested, 0.23% active | D54 ERlucT glycosylation luciferase reporter, 24 h; percent of 100 nM tunicamycin response;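 active = mean luciferase reporter signal, scaled so untreated is 0 and the glycosylation-blocking control 100, at or above a set limit in every replicate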;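 note: luciferase carries N-glycosylation sites so blocking glycosylation raises the light; 0% = median of neutral control wells and 100% = median of 100 nM tunicamycin wells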
TLR9-MyD88 block: TLR9-MyD88 interaction inhibition | CHO BLA complementation TLR9-MyD88, CCF4 FRET ratio | inhibition, % at 4.98 µM | 340,000 tested, 0.21% active | AID 504734;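 active = inhibition above the mean over all tested compounds plus 3 SD, cut at about 21% in these data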;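 note: 0% = DMSO only wells and 100% = clavulanate BLA inhibitor control wells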
Granule exo inh: lytic granule exocytosis inhibition | AID 651702 | 360,000 tested, 0.66% active | TALL-104 LAMP-1 surface exposure, flow cytometry; cells stimulated with thapsigargin and PMA | inhibition, % at 10 µM;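 active = inhibition above about 55%, limit read from the data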
aDG glyco up: increases alpha dystroglycan glycosylation | 360,000 tested, 0.22% active | Pro5-aDG cells, alpha-DG glycosylation AlphaScreen (IIH6); 0% Pro5, 100% B10-LARGE cell signal | activation, % at 10 µM;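 active = activation of at least 8% versus controls, or a plate z-score of at least 8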;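 note: Pro5 are CHO cells carrying HIG-tagged alpha-DG that lacks glycosylation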
Vif imaging: HIV Vif inhibition; HEK293T cells, Vif self-association by quenched fluorescence, imaging, 24 h; inhibition, % at 7.49 µM; 340,000 tested, 0.35% active; AID 602346; in the data active = inhibition above about 50%, passing the limit was not always enough; note: some results filed as inactive read as strong as hits
MC4R antag cAMP: blocks human MC4R cAMP signaling; P32245; MC4R-expressing cells, MTII-stimulated cAMP, LANCE TR-FRET; 360,000 tested, 0.48% active; AID 540295; inhibition, % at 6.5 µM;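 active = inhibition above its plate's cutoff, the mean of tested wells on that plate plus 3 SD, cut at about 29% in these data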;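 note: 0% = Melanotan II alone and 100% = Melanotan II plus saturating MCL0020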
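System – human MC4R-expressing U2OS cells · Also added – Melanotan II · Dosing – one concentration, 6.5 µM nominal · Timing – 30-min compound, 1-h challenge, 1-h detection, room temperature · Measured by – Eu-cAMP/anti-cAMP TR-FRET, emission 671 nm · Replicates – singlicate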
MC4R ag barr: agonists of human melanocortin 4 receptor (MC4R) beta-arrestin; activation, % at 8.9 µM; AID 540308; P32245; 360,000 tested, 0.98% active; U2OS MC4R beta-arrestin complementation, luminescence; percent of melanotan II response, DMSO zero;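 active = activation above a per-plate cutoff, the mean activation of sample wells on that plate plus 3 SD, cut at about 8% in these data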
The depositor's hits bear a star; / = no result given.

The line under a structure holds: ABHD5 PLIN5 PPI	ABCB6 inh MLPCN	NOD2-RIPK2 inh	Glyco luc inh	TLR9-MyD88 block	Granule exo inh	aDG glyco up	Vif imaging	MC4R antag cAMP	MC4R ag barr
- CNC(=O)c1ccsc1NC(=O)CS(=O)(=O)c1ccccc1
  -4	100	3	0	1	-1	-0.3	-7	1	-3.4
- C[C@H](CO)N1C[C@H](C)[C@@H](CN(C)Cc2cccnc2)Oc2ncc(-c3cccc(C#N)c3)cc2C1=O
  10	100	-3	2	10	-6	0.1	2	-2	-1.5
- O=S(=O)(Nc1nc2ccccc2nc1NCCN1CCOCC1)c1cccc(Cl)c1
  -5	97	-8	1	6	-1	0.0	-2	2	-0.5
- Cn1c(CS/C(N)=N/N=C/c2ccccc2)c(Br)c(=O)n1-c1ccccc1
  -13	105	-11	-2	-17	4	-0.1	6	6	0.4
- O=C(NN1C(=O)c2ccccc2NC1c1ccccn1)c1ccc(Br)cc1 (stereo not given)
  4	109	-5	-1	-11	-7	1.2	1	1	4.4
- CCNC(=S)NC1CC2CCCC(C1)N2Cc1ccco1 (stereo not given)
  -5	104	-11	-1	-14	1	0.0	-4	7	-1.9
- O=C(Nc1nnc([C@H]2C[C@H](O)[C@@H](CO)O2)s1)Nc1ccccc1C(F)(F)F
  8	91	-3	1	/	2	-0.3	-8	-3	-0.5
- Cc1cccc(-n2c(Cc3cc(=O)[nH]c(=O)[nH]3)nnc2SCC(=O)N2CCCCC2)c1
  -6	99	-2	3	-2	2	-0.1	-1	6	-1.2
- CCCCN(C(=O)c1cccc(-n2cnnn2)c1)c1c(N)n(CC(C)C)c(=O)[nH]c1=O
  -3	100	0	2	3	-1	0.1	15	2	-1.9
- COc1ccc(C(C)=O)cc1CSc1nnc(Nc2ccccc2C)s1
  4	94	7	-1	5	0	0.5	-4	-1	0.8
- COc1cc(CN2CCN(C(c3ccccc3)c3ccccc3)CC2)cc(OC)c1OC
  5	91	9	-5	1	64*	0.6	2	0	1.3
- O=C(C1CCCN(S(=O)(=O)c2cnc[nH]2)C1)N1CC(=O)N(CCc2ccccc2)C(=O)C1 (stereo not given)
  2	104	-7	1	-11	2	0.0	17	6	0.0
- Cc1ccc(C)c(OCCC(=O)NNC(=O)c2ccccc2)c1
  4	99	-8	2	-1	-2	0.0	0	6	-0.7
- CCCCNC(=O)CO/N=C(\C)c1cc2ccccc2o1
  -1	100	-10	2	-1	-1	-0.1	1	-2	-2.3
- Cc1cc(=O)oc2cc(OCC(=O)N3CCCC(C)C3)ccc12 (stereo not given)
  1	100	1	0	3	4	0.1	7	0	1.5
- Cc1cc(C(=O)N2CCC2(C)C(=O)Nc2cccc3ccccc23)nn1C (stereo not given)
  -3	134	-8	-1	/	27	-0.3	-11	4	-1.9
- CCCCn1c(N)c(N(CCOC)C(=O)c2cccc(-n3cnnn3)c2)c(=O)[nH]c1=O
  -5	100	-6	1	-4	6	-0.2	23	-5	0.9
- Cc1oc2cc3oc(=O)c(CC(=O)NCC(=O)N[C@@H](C(=O)O)c4ccccc4)c(C)c3cc2c1C
  7	99	1	-1	-7	-3	0.0	-9	4	-1.8
- O=C(NCc1ccccn1)[C@@H]1CCCN1C(=O)[C@@H]1CCCN1
  3	100	-4	/	/	-6	0.2	/	/	/
- O=c1c2ccccc2c(-c2ccc(Br)cc2)nn1Cc1ccccc1
  4	99	-9	-5	-4	2	0.4	-2	6	-2.0
- COc1ccc(/C(C)=N\O)cc1OC
  -3	100	-1	1	-1	-1	-0.1	4	-2	-2.2
- CSc1ccc(/C=C/C(=O)OCC(=O)NC2CCS(=O)(=O)C2)cc1 (stereo not given)
  5	93	2	0	-1	0	-0.1	-2	-10	-1.8
- O=C(Nc1ccc2c(c1)oc1ccccc12)c1ccc2c(c1)OCO2
  -9	101	-2	1	2	44	0.5	-10	5	-0.2
- O=C(Nc1ccc(F)cc1)c1ccc(C(=O)N2CCCC(O)C2)cc1 (stereo not given)
  4	99	-9	1	4	-3	1.1	/	2	-0.2
- Cc1cc(C)c(S(=O)(=O)N2CCCCC2)cc1N(C)S(=O)(=O)c1ccc(Cl)cc1
  -1	87	-12	3	-14	1	-0.1	/	5	0.1
- CCc1nc2c(OCc3ccc(Cl)cc3Cl)cccn2c1N(C)C(=O)CC(C)C
  6	94	4	14	/	6	0.2	-2	1	-0.7
- Cc1cc(Cl)ccc1NC(=O)COC(=O)c1c(C)noc1C
  -1	100	-5	0	-2	2	0.0	-1	12	-2.4
- COc1ccccc1-c1nnc(NC(=O)C(C)SC2=NCCS2)s1 (stereo not given)
  -6	98	-2	-2	-5	-7	0.0	-5	3	-0.8
- COC(=O)c1sc(NC(=O)c2csc3c2CCCC3)nc1C
  1	102	1	-6	5	1	-0.2	2	10	2.3
- COc1ccc2nc(C)cc(Sc3nc4ccccc4s3)c2c1
  19	110	7	4	-1	17	0.8	-14	-5	-2.4
- Cn1cc(-c2csc(C(O)c3ccc(F)cc3)n2)cn1 (stereo not given)
  7	98	0	1	/	-2	-0.3	8	-3	-1.5
- O=C1CCC(=O)N1CCSC(=S)N1CCSCC1
  -4	104	-2	1	10	-4	-0.1	-21	-9	-2.6
- O=C(COC(=O)C1=COCCO1)Nc1ccc(OC(F)F)cc1
  1	100	-2	-1	8	0	0.0	2	3	-1.2
- Cc1cc(OCCOCCNCc2ccccc2)ccc1C(C)C
  -4	96	-1	-2	-2	2	1.0	-4	6	0.4
- Cc1c(N=Cc2ccccn2)c(=O)n(-c2ccccc2)n1C
  -2	99	0	0	-3	-1	-0.2	-2	9	-2.6
- c1ccc2[nH]c(NCCCN3CCOCC3)nc2c1
  0	92	-1	-2	-1	0	0.4	-13	2	-1.8
- COc1ccc(S(=O)(=O)N2CCC(O)(c3ccc4c(c3)OCO4)CC2)cc1
  -5	107	3	0	-1	-1	-0.1	2	-2	-0.3
- COC(=O)C(O)(CC(=O)Nc1cccc(SC)c1)C(F)(F)F (stereo not given)
  -4	100	-1	-1	-1	0	-0.1	7	2	1.2
- O=c1[nH]c(N2CCOCC2)nc2ccccc12
  -2	102	-1	0	-7	-4	-0.1	0	24	0.6
- O=C(NCCN1C(=O)S/C(=C\c2ccccc2F)C1=O)C1CCCN1C(=O)c1cccs1 (stereo not given)
  10	98	-1	2	4	-2	0.4	4	25	1.8
- O=C(COc1ccc(Br)cc1Cl)NC1CCCCC1
  -8	96	-5	-8	1	2	0.4	-3	-4	-1.8
- O=C1Nc2ccccc2S/C1=C/Nc1cccc(Cl)c1
  0	97	1	-3	9	-2	-0.4	123*	-4	13*
- CC1CCN(C(=O)Cn2nnc(-c3ccccc3)n2)CC1
  -2	94	-9	0	-8	58*	-0.2	-4	-1	-0.1
- Cc1onc(-c2ccccc2)c1C(=O)OCC(=O)N1CCN(c2ccccc2)CC1
  -2	92	1	0	5	0	0.2	-1	6	-2.3
- COc1ccc(-c2oc(=O)c3cc(OC)c(OC)cc3c2C#CC2(O)CCCCC2)cc1
  -5	92	-1	-2	-4	-9	-0.1	-2	-4	-0.3
- CCCCS(=O)(=O)Nc1ccc2c(c1)ncn2C1CCCCC1
  4	102	-4	-4	-6	-2	0.2	-4	7	-1.5
- COc1cc(NS(=O)(=O)c2ccc(NC(=S)NC(=O)/C=C/c3ccc(OC)c(OC)c3)cc2)ncn1
  2	103	-6	1	-1	-2	0.4	4	4	1.3
- N#CC1=C(N)Oc2n[nH]c(-c3cccnc3)c2C1c1cc(F)ccc1F (stereo not given)
  -17	98	-8	4	-5	8	-0.6	-7	-1	-2.9
- N#Cc1nc(-c2ccccc2Cl)oc1N1CCOCC1
  1	95	-4	2	0	-2	-0.1	3	-8	-1.6
- CCN(Cc1ccccc1)C(=O)c1cc(COc2c(F)cccc2F)on1
  -2	100	6	-1	-2	3	0.3	-8	6	-0.8
- Cc1nnc(SCc2nnc(-c3cccs3)o2)s1
  -3	104	-9	-1	3	3	-0.1	-2	6	-1.1
- COC(=O)c1ccc(OS(=O)(=O)N(C)C)cc1
  -2	105	-7	-2	-16	22	1.1	-9	16	2.3
- COc1ccc(CNC(=O)c2ccccc2C(=O)O)cc1
  -2	100	-5	6	-2	-1	0.2	17	-2	-0.6
- O=C(CSc1ncn[nH]1)CSc1ncn[nH]1
  -2	98	-6	6	-5	-3	-0.3	-2	-1	-0.8
- COc1cc2c(c(OC)c1OC)CC(=O)N(C)CC2
  0	93	1	-2	-2	5	-0.1	-3	6	-2.6
- Cc1cccc(NC(=O)c2ccc(NC(C)c3ccccc3)c([N+](=O)[O-])c2)n1 (stereo not given)
  5	94	-8	-4	-2	18	0.0	-3	6	-0.6
- CCCCN(C(=O)c1ccc(N2C(=O)c3ccccc3C2=O)cc1)c1c(N)n(CC(C)C)c(=O)[nH]c1=O
  -12	99	-7	3	-4	4	0.0	18	-1	-1.1
- Cc1ccccc1S(=O)(=O)Oc1cccc2c(O)cccc12
  -13	97	3	1	-8	-7	0.1	-2	7	-0.5

An excerpt. The share of hits here may be higher or lower than overall.
